Source: PubChem
D2 ag: HTS Assay for Allosteric Agonists of the Human D2 Dopamine Receptor: Primary Screen for Agonists. HEK293 T-REx D2 cells, calcium flux agonist mode. D(2) dopamine receptor (Homo sapiens), P14416. activation, % at 2 µM. 0.53% of 340,000 active. AID 485358, 2010;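 active = activation over 3 SD above normal in the single-dose calcium agonist read, cut at about 30% in these data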; note: 0% is about no effect
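Agonism is scored from calcium flux in a force-coupled, inducible HEK293 cell line expressing D2, read kinetically for 180 s after compound addition against dopamine controls.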
Pin1 inh: qHTS Assay to Find Inhibitors of Pin1; 0.009% of 390,000 active; Peptidyl-prolyl cis-trans isomerase NIMA-interacting 1 (Homo sapiens), Q13526; AID 504891, 2011; Pin1 FP peptide displacement, HiFluor488, 10 min; Potency, µM (series often up to 115 µM), without a hit: at the top dose activity, negative = inhibition, usual class: inhibitors; active = well fitted inhibition curve with a large enough effect in the polarisation, with a control signal flat, not every such curve was filed as active; inconclusive = small, poorly fitted or top-dose-only effect, or effect the other way, or a change in a side signal; inactive = no such curve, though single readings can be large or run the other way; the % refers to the polarisation; note: potency is the fitted concentration of half-maximal effect; % is set by controls: 0 for no effect and ±100 for the full control effect
Target sequence (Q13526 whole entry, looked up): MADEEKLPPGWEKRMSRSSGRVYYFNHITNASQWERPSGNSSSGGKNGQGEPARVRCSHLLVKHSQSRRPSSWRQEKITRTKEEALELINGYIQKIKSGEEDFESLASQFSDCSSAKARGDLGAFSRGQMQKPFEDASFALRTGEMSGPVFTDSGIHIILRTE
USP1-UAF1 inh: Inhibitors of USP1/UAF1: Primary Screen | 0.23% of 390,000 active | AID 743255, 2014 | recombinant USP1/UAF1, Ub-Rhodamine cleavage fluorescence | Potency, µM (top dose mostly 57.1 µM), for the others: at the top dose activity change, negative = inhibition, usual class: inhibitors; note: potency is the fitted concentration of half-maximal effect; % is set by controls: 0 for no effect and ±100 for the full control effect; nearly all actives have a fitted effect of over 60% in size; inactives centre near -12
Target sequence (O94782 whole entry, looked up): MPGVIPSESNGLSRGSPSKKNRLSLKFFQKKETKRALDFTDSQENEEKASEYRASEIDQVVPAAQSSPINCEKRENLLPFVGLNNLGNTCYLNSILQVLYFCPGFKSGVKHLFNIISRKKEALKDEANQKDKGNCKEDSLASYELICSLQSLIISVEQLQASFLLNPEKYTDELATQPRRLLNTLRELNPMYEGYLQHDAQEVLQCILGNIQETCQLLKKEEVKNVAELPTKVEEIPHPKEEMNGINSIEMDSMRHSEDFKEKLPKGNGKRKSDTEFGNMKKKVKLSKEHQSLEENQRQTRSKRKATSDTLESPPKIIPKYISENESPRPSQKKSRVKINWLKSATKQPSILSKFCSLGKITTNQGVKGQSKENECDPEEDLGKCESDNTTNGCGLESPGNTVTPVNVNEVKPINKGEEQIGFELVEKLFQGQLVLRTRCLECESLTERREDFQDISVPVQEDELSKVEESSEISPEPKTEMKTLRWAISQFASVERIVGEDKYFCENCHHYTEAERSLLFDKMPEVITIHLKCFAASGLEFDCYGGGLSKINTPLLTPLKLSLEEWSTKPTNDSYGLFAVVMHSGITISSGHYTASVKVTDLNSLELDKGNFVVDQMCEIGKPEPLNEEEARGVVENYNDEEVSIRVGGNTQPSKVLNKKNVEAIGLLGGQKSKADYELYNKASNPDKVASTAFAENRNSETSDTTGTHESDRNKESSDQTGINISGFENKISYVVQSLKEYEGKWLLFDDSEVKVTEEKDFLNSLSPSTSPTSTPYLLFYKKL
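1 nM enzyme complex + cpd, 15 min RT; start with Ub-Rho 150nM final; kinetic fluorescence ex 480/em 540, 6 reads q60 s. Buffer 50mM HEPES pH 7.8, 0.5mM EDTA, 0.1 mg/ml BSA, 1mM TCEP, 0.01% Tween-20.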
TrxR1 inh: qHTS Assay for Inhibitors of Mammalian Selenoprotein Thioredoxin Reductase 1 (TrxR1): qHTS; Thioredoxin reductase 1, cytoplasmic (Rattus norvegicus), O89049; recombinant rTrxR1, NADPH fluorescence consumption, selenite substrate; Potency, µM (doses to about 114 µM), inactives show at the highest dose activity change, negative = inhibition, hits mostly inhibitors; 1% of 390,000 active; AID 588453, 2011; note: potency is the fitted concentration of half-maximal effect; % is set by controls: 0 for no effect and ±100 for the full control effect; nearly all actives have a fitted effect of over 65% in size
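Rat TrxR1 (90 nM in the dispensed reagent) was pre-reduced with 400 uM NADPH for 5 min at room temperature, then incubated with compound for 15 min. After 400 uM selenite was added, NADPH fluorescence (Ex 340/Em 450 nm) was followed for 8 min.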
TrxR1 substrate: qHTS Assay for Substrates of Mammalian Selenoprotein Thioredoxin Reductase 1 (TrxR1): qHTS; Thioredoxin reductase 1, cytoplasmic (Rattus norvegicus), O89049; purified TrxR1 substrate turnover, NADPH consumption readout; Potency, µM (top dose mostly 114 µM), inactives show at the top dose activity change, negative = substrate turnover; 0.01% of 390,000 active; AID 588456, 2011; note: potency is the fitted concentration of half-maximal effect; % is set by controls: 0 for no effect and ±100 for the full control effect; nearly all actives have a fitted effect of over 50% in size
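Rat TrxR1, dispensed at 90 nM, was prereduced with 400 uM NADPH (final) for 5 min at ~22 deg C, then incubated with compound 15 min before 400 uM selenite. A first-read NADPH fluorescence drop versus no-compound background flagged substrates.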
D2 antagonist: HTS Assay for Allosteric Antagonists of the Human D2 Dopamine Receptor: Primary Screen for Antagonists; AID 485344, 2010; D(2) dopamine receptor (Homo sapiens), P14416; 2% of 340,000 active; inhibition, % at 10 µM; HEK293 TREx D2 cells, calcium flux, dopamine EC80; in the data active = inhibition above about 30%; note: 0% is about no effect
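Antagonism is scored as inhibition of an EC80 dopamine-evoked calcium signal in a force-coupled, tetracycline-inducible HEK293 T-REx D2 line, with compound present 180 s before agonist.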
TRHR agonist: qHTS for Small Molecule Agonists and Allosteric Enhancers of Human TRH Receptor: Primary Screen for Agonists; Thyrotropin-releasing hormone receptor (Homo sapiens), P34981; TRHR cells, calcium flux fluo-8, FDSS agonist mode; activation, % at 2 µM; 0.18% of 360,000 active; AID 493084, 2011; in the data active = activation above about 30%; note: 0% is about no effect
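Fluo-8-loaded TRHR cells; 10 s baseline, compound added, kinetic Ca2+ fluorescence read 1/s, agonist mode.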
TRHR enhancer: qHTS for Small Molecule Agonists and Allosteric Enhancers of Human TRH Receptor: Primary Screen for Enhancers | Thyrotropin-releasing hormone receptor (Homo sapiens), P34981 | TRHR cells, fluo-8 calcium fluorescence, EC20 TRH enhancement | enhancement, % at 2 µM | 0.66% of 360,000 active | AID 493056, 2011; in the data active = enhancement above about 30%; note: 0% is about no effect
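TRHR-expressing cells loaded with fluo-8 calcium dye were read kinetically (ex 480/em 530) during compound addition, then stimulated with an EC20 of TRH (10 nM final). Enhancement of the Gq-mediated intracellular calcium response was scored.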
mIDH1 inhibitor: qHTS for Inhibitors of mutant isocitrate dehydrogenase 1 (IDH1): qHTS; 0.093% of 390,000 active; AID 602179, 2012; IDH1-R132H enzyme, NADPH consumption, diaphorase/resazurin fluorescence; Isocitrate dehydrogenase [NADP] cytoplasmic (Homo sapiens), O75874; Potency, µM (titrated, usually from 76.6 µM), inactives show top-dose activity change, negative = inhibition, usual class: inhibitors; note: potency is the fitted concentration of half-maximal effect; % is set by controls: 0 for no effect and ±100 for the full control effect; nearly all actives have a fitted effect of over 65% in size
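IDH1-R132H (0.5 ug/mL dispensed) in pH 7.5 Tris buffer was preincubated 30 min with compound, then given a substrate mix of 0.016 mM NADPH and 2 mM alpha-KG for 80 min at room temperature; remaining NADPH was read by diaphorase/resazurin fluorescence.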
The depositor's hits bear a star; u = inconclusive; x = not tested or not shown; [ ] = dose if it differs, or a comment. Unless noted, calls come from the whole dose curve; as a rule, active = well fitted inhibition curve with a large enough effect; inconclusive = small, poorly fitted or top-dose-only effect; inactive = no such curve, though single readings can be large or run the other way. A portion of the library (hit frequency here may not be typical).

SMILES	D2 ag	Pin1 inh	USP1-UAF1 inh	TrxR1 inh	TrxR1 substrate	D2 antagonist	TRHR agonist	TRHR enhancer	mIDH1 inhibitor
O=C(Nc1ccccc1Br)C1CC(=O)N(c2ccc3c(c2)OCCO3)C1 (stereo not drawn)	-0.4	0%	-8%	14%	1%	10	0.1	2	1%
Nc1nc(N2C(=O)C3CC=CCC3C2=O)nn1-c1ccccc1 (stereo not drawn)	0.3	-9%	1%	16%	-6%	7	0.4	0	2%
N#C/C(=C\c1cccnc1)C(=O)Nc1ccc(O)cc1F	0.7	0%	-22%	-22%	-2%[57.1 µM]	6	0.3	-12	-9%
CCc1c(C)[nH]c2ccc(OC)cc2c1=S	0.3	-1%	-13%	-39%	11%[57.1 µM]	7	-0.2	-3	-23%
O=C(Cn1ccnc1[N+](=O)[O-])NCc1ccccc1	0.3	-7%	-21%	u	2%	-1	0.5	-2	14%
C/C=C/c1ccc(OCC(=O)OCc2csc(CC(=O)Nc3ccccc3C)n2)c(OC)c1	-1.0	3%	-1%	-4%	-3%	-2	0.1	0	1%
CCn1c(SCc2ccccc2)nnc1-c1nonc1NC(C)=O	-1.8	1%	-4%	-21%	-9%	x	-1.5	-6	-12%
O=C1NC[C@H](Cc2ccc(O)cc2)N(CCc2cccc3ccccc23)C1=O	-0.6	-3%	-13%	13%[57.1 µM]	2%[57.1 µM]	-17	-0.7	8	11%
COc1ccc(Cl)cc1C(=O)Nc1nnc2n1CCS2	-1.2	-8%	-16%	21%[57.1 µM]	-1%[57.1 µM]	x	-0.8	-1	0%
CCOCCCNC(=O)C(c1ccc(Cl)cc1)N(Cc1ccc2c(c1)OCO2)C(=O)c1ccc(NC(C)=O)cc1 (stereo not drawn)	0.0	4%	-16%	-8%	-3%[2.29 µM]	x	-0.3	12	9%
O=C1CC(c2cc(-c3ccccc3)no2)C1	0.7	-1%	-28%	-14%	4%	27	-0.1	-4	-2%
CCC(C)NC(=O)c1cc(Cl)ccc1OC (stereo not drawn)	0.1	-23%	-1%	-11%	-15%	-12	-0.6	-7	6%
O=C(Nc1ccc(F)c(Cl)c1)N1CCC(CN2CCOCC2)CC1	x	1%	-20%	9%	1%	x	0.3	2	-13%
COc1ccc(-c2nc3ccccc3c(=O)n2O)cc1	1.1	-2%	0%	-8%	-9%	16	0.9	-2	0%
CCCCOC(=O)CSc1nc2c(cc1C#N)C(=O)CC(C)(C)C2	x	-5%	-16%	-3%	-8%	x	-1.1	-4	1%
Cc1csc(NC(=O)CSc2nnc(-c3cccnc3)o2)n1	-0.1	1%	-29%	18%	7%	10	0.6	9	15%
CC(C)NC(=O)N(C)C[C@H]1Oc2ccc(NC(=O)Cc3ccccc3)cc2C(=O)N([C@H](C)CO)C[C@@H]1C	x	3%	-30%	-5%	4%	x	x	x	3%[38.3 µM]
CC1(C)CC(=O)C(C=NCC2CCN(C(=O)Nc3ccc(Cl)c(Cl)c3)CC2)=C(O)C1	-0.1	2%	-10%	4%[57.1 µM]	-1%[57.1 µM]	-6	0.0	-11	-1%
Cc1ccc(NC(=O)CSc2nc(-c3cccs3)nc3cc(=O)[nH]n23)cc1C	-1.2	-19%	-22%	22%[57.1 µM]	10%[57.1 µM]	x	-0.6	-5	u
c1csc(-c2cnc3ccccc3n2)c1	-0.6	-1%	-21%	-6%	148%[activator]	27	0.0	1	11%
Cc1ccc(-c2cc3nc(C)cc(C)n3n2)cc1	-0.1	0%	-8%	13%	12%	2	-0.5	2	0%
Cc1ccccc1OCC(=O)Nc1ccccc1OCc1cc(=O)n2ccccc2n1	-0.6	-1%	-18%	15%[57.1 µM]	0%[57.1 µM]	x	0.1	-5	16%
Cc1cc(=O)oc2cc(OC(C)C(=O)NC3(C#N)CCCCC3)ccc12 (stereo not drawn)	-0.3	-1%	-23%	2%	26%	-8	-0.2	-5	5%
CC(=NCc1ccco1)C1=C(O)c2ccccc2C1=O	0.5	-1%	-22%	u	-12%	16	-0.6	28	0%

Copied from the listing, 9 compounds:
SMILES	D2 ag	Pin1 inh	USP1-UAF1 inh	TrxR1 inh	TrxR1 substrate	D2 antagonist	TRHR agonist	TRHR enhancer	mIDH1 inhibitor
CCCCOC(=O)CSc1nc2c(cc1C#N)C(=O)CC(C)(C)C2	x	-5%	-16%	-3%	-8%	x	-1.1	-4	1%
Cc1csc(NC(=O)CSc2nnc(-c3cccnc3)o2)n1	-0.1	1%	-29%	18%	7%	10	0.6	9	15%
CC(C)NC(=O)N(C)C[C@H]1Oc2ccc(NC(=O)Cc3ccccc3)cc2C(=O)N([C@H](C)CO)C[C@@H]1C	x	3%	-30%	-5%	4%	x	x	x	3%[38.3 µM]
CC1(C)CC(=O)C(C=NCC2CCN(C(=O)Nc3ccc(Cl)c(Cl)c3)CC2)=C(O)C1	-0.1	2%	-10%	4%[57.1 µM]	-1%[57.1 µM]	-6	0.0	-11	-1%
Cc1ccc(NC(=O)CSc2nc(-c3cccs3)nc3cc(=O)[nH]n23)cc1C	-1.2	-19%	-22%	22%[57.1 µM]	10%[57.1 µM]	x	-0.6	-5	u
c1csc(-c2cnc3ccccc3n2)c1	-0.6	-1%	-21%	-6%	148%[activator]	27	0.0	1	11%
Cc1ccc(-c2cc3nc(C)cc(C)n3n2)cc1	-0.1	0%	-8%	13%	12%	2	-0.5	2	0%
Cc1ccccc1OCC(=O)Nc1ccccc1OCc1cc(=O)n2ccccc2n1	-0.6	-1%	-18%	15%[57.1 µM]	0%[57.1 µM]	x	0.1	-5	16%
Cc1cc(=O)oc2cc(OC(C)C(=O)NC3(C#N)CCCCC3)ccc12 (stereo not drawn)	-0.3	-1%	-23%	2%	26%	-8	-0.2	-5	5%

Next part:
SMILES	D2 ag	Pin1 inh	USP1-UAF1 inh	TrxR1 inh	TrxR1 substrate	D2 antagonist	TRHR agonist	TRHR enhancer	mIDH1 inhibitor
Cc1csc(NC(=O)C2CCCN(S(=O)(=O)c3cnc[nH]3)C2)n1 (stereo not drawn)	0.3	2%	u	19%	4%	29	0.7	-2	-5%
CC(C)OC(=O)CN1CCN(c2ccc(Cl)cc2)CC1	1.5	-2%	-3%	18%	2%	6	-2.8	5	5%
COc1ccc2cc(CN(CCc3ccccc3)Cc3nnnn3CC3CCCO3)c(=O)[nH]c2c1 (stereo not drawn)	1.8	0%	u	u	4%	-30	3.4	5	13%
CC[C@H](C)[C@@H](CNC)NC[C@@H](Cc1ccc(O)cc1)NCC(C)(C)C	-1.0	3%	u	13%	0%	1	1.0	4	11%
O=C(COC(=O)c1ccc(S(=O)(=O)N2CCCC2)cc1)Nc1cccnc1Cl	3.6	10%	-20%	7%	0%	-7	0.8	-4	5%
Cc1ccc(N(CC(=O)NCCc2ccccc2)S(=O)(=O)N(C)C)cc1	0.3	-4%	u	14%	1%	x	-0.1	-1	-2%
CC(NS(=O)(=O)c1ccc(Cl)cc1)C(=O)Nc1ccc2c(c1)OCCO2 (stereo not drawn)	0.0	1%	-8%	23%[57.1 µM]	0%[57.1 µM]	-1	0.4	11	3%
O=C(CCSCc1ccccc1F)NCc1ccc(F)cc1	-0.6	-5%	-17%	16%	4%	4	-0.6	-1	-9%
COc1ccc(S(=O)(=O)N2CCC(C(=O)NCCOc3ccccc3F)CC2)cc1OC	0.1	3%	-4%	-7%	-5%	8	0.5	-9	3%
CCCC(=O)Nn1cnc2c(c1=O)C1(CCCCC1)Cc1ccccc1-2	0.1	-7%	-8%	-3%	-7%	-16	1.7	-2	2%
O=S(=O)(c1cccc2ccccc12)N1CCC2CC1c1cc(Cl)ccc12 (stereo not drawn)	x	2%	-29%	-10%[2.29 µM]	-6%	x	x	x	-4%[38.3 µM]
O=C(Nc1ncccn1)C1=C(O)c2ccccc2S(=O)(=O)N1Cc1ccccc1	-0.2	-7%	-7%	9%	-6%	-10	0.7	-1	-2%
O=c1[nH]c2ccc(Cl)cc2c(=O)n1Cc1ccco1	-0.5	-2%	-16%	20%[57.1 µM]	9%[57.1 µM]	13	2.1	-10	3%
COc1ccc(CC(=O)Nc2ccc(C)c(S(=O)(=O)N3CCCCCC3)c2)cc1	x	23%	-26%	18%	-3%	x	0.3	-2	7%
COc1ccccc1N(CC(=O)NC1CCCC1)C(=O)C1(C)CC(=O)N=C2C=CC(C)=CN21 (stereo not drawn)	1.1	-4%	-16%	4%[57.1 µM]	54%[activator][57.1 µM]	-13	0.9	17	-6%
CCOc1ccc(C(=O)CCNC(Cc2cnc[nH]2)C(=O)O)cc1 (stereo not drawn)	0.2	-6%	-17%	u	3%	-22	-1.1	0	2%
OCCNC(=S)Nc1ccc2c(c1)OCCO2	0.0	0%	u	9%[57.1 µM]	4%[57.1 µM]	26	-0.6	0	4%
O=C(Nc1ccc(-c2nc3ccccc3o2)cc1)c1ccc2c(c1)OCO2	-1.2	13%	4%	22%	32%[activator]	10	0.6	4	4%
